Screens deposited in PubChem BioAssay by NCI.
NCI-60 one-dose screen, 48 h, at 10 µM unless noted. Numbers give growth in % (100 = growth as untreated, 0 = no growth, -100 = all killed).
SF-268: SF-268 CNS cancer cells; hit rate 3.1% among 82,000
SF-539: SF-539 CNS cancer | hit rate 6.8% among 81,000 | AID 1794752
SNB-19: SNB-19 CNS cancer cells; hit rate 2.5% among 81,000; AID 1794751
NCI-H23: NCI-H23 lung cancer | hit rate 4% among 80,000 | AID 1794731
A498: A498 renal cancer cells. hit rate 5.4% among 76,000
SF-295: SF-295 CNS cancer cells; hit rate 5.6% among 79,000
SNB-75: SNB-75 CNS cancer | hit rate 5% among 79,000
CAKI-1: CAKI-1 renal cancer; AID 1794772; hit rate 4.7% among 75,000
U251: U251 CNS tumor cells. hit rate 5.4% among 80,000. AID 1794753
Active calls of the source: *; nt = no result given. Rule for the calls: active = growth percent below 10; inactive = the rest.

Second line of a record: U251 | SF-268 | CAKI-1 | SF-539 | NCI-H23 | SNB-19 | SNB-75 | A498 | SF-295
COC(=O)C(c1ccccc1)(c1ccccc1)c1ccccc1
→ 105.9 | 104.1 | 97.1 | 104.2 | 98.1 | 103.0 | 106.7 | 87.8 | 97.6
COc1ccc(-c2cc(-c3cccs3)n(N=O)c(=O)c2C#N)cc1
→ 111.6 | 110.0 | 102.1 | 96.5 | 89.1 | 99.1 | 88.9 | 87.7 | 102.2
Nc1nc(-c2ccccc2)nc2nonc12
→ 102.0 | 111.7 | 89.1 | 80.9 | 105.3 | 101.8 | 99.8 | 75.1 | nt
CCC(C)(S)C(NC(C)=O)C(=O)O (stereo not given)
→ 100.3 | 105.0 | 93.6 | 94.0 | 103.7 | 96.5 | 82.6 | 109.0 | nt
COc1ccc(NCc2ccc(CO)n2-c2ccc(OC)cc2)cc1
→ 103.7 | 100.1 | 86.5 | 102.3 | 96.7 | 95.3 | 81.4 | 108.2 | 103.6
Cc1nc2sc(C(=O)Nc3cccc4cnccc34)c(N)c2cc1C(C)O (stereo not given)
→ 95.2 | 104.1 | 93.5 | 101.3 | 104.7 | 94.4 | 92.0 | nt | 97.3
O=C(O)C(Cc1ccc(O)cc1)n1c(O)c(C=C2N=c3ccccc3=N2)sc1=S (stereo not given)
→ 99.5 | 101.6 | 83.4 | 94.7 | 105.8 | 102.1 | 78.1 | 104.5 | 100.6
CCCCCC(=O)C(C)C1(C(=O)OC)NC(=S)NC(=O)C1C#N (stereo not given)
→ 110.2 | 101.5 | 93.3 | 101.7 | 106.2 | 100.8 | 125.2 | 105.4 | 102.6
O=C(Cn1cc(-c2ccccc2)nn1)Nc1nc(-c2ccc(Br)cc2)cs1
→ 100.5 | 102.8 | 102.7 | 101.6 | 103.5 | 92.4 | 97.8 | 83.3 | 90.2
O=C(Nc1nc2ccccc2s1)c1ccc(-n2c(=O)[nH]c3ccccc3c2=O)cc1
→ 82.6 | 98.1 | 77.0 | 71.3 | 79.6 | 61.7 | 61.9 | 135.1 | 53.7
CC(=O)Nc1cc(NC(C)=O)c2ccccc2c1O
→ 97.3 | 97.1 | 74.6 | 96.1 | 86.7 | 96.4 | 77.0 | 109.1 | 100.7
COc1cc(NCC(=O)Nc2cc(Nc3ccc(F)cc3)ncn2)c(Cl)c(OC)c1Cl
→ 98.1 | nt | nt | 111.1 | 92.3 | 103.0 | 75.9 | 81.3 | 78.8
CCN(CC)CCNc1ncnc2[nH]ncc12
→ 112.8 | 103.3 | 103.0 | 101.3 | 108.9 | 107.6 | 84.5 | 102.3 | 109.3
COc1cc2nc(NC3CCCC3)nc(NC3CCN(C(C)C)CC3)c2cc1OC
→ 45.0 | 88.7 | 98.2 | 59.6 | 88.7 | 88.0 | 61.2 | 97.4 | 96.5
Cc1ccc(O)c(Cc2ccccc2)c1
→ 94.6 | 99.6 | nt | 100.4 | 101.1 | 96.9 | 74.9 | 99.9 | nt
CC(=O)NCC1CCCO1 (stereo not given)
→ 106.8 | 116.9 | 108.5 | 106.6 | 102.3 | 93.4 | 136.5 | 99.1 | 124.8
COC(=O)/C=C1\SC(=Nc2ccc(C(F)(F)F)cc2)N(CCc2c[nH]c3ccccc23)C1=O
→ -87.8* | -3.9* | nt | -91.2* | -4.7* | -51.7* | 59.2 | -48.5* | -81.4*
O=C(c1nc2ccccc2[nH]1)C1C(c2ccc(C(F)(F)F)cc2)C2CC3CCCC[C@H]3N2[C@@]12C(=O)Nc1cc(Cl)ccc12 (stereo not given in full)
→ 61.6 | 50.0 | 31.7 | 74.7 | 69.8 | 66.2 | 52.2 | nt | 42.8
N#Cc1c(N)cc(=O)n(-c2nc3ccccc3nc2Cl)c1O
→ 107.3 | 103.1 | 99.1 | 104.2 | 101.5 | 99.9 | 83.1 | nt | 98.0
C/C=C/C=C(\CC)C(=O)OCC
→ 104.6 | 101.7 | 104.1 | 100.5 | 99.3 | 107.5 | 76.5 | 107.9 | 101.2
CCN1CCN(C(=O)[C@@]2(C)CC[C@]3(C)CC[C@]4(C)C(=CC(=O)[C@@H]5[C@@]6(C)CC[C@H](OCCC#N)C(C)(C)[C@@H]6CC[C@]54C)[C@@H]3C2)CC1
→ 64.2 | 90.4 | 80.2 | 80.4 | 87.9 | 102.7 | 59.9 | 100.7 | 84.0
CC(C)c1cc(-c2nc3ccc(F)cc3[nH]2)no1
→ 98.5 | 103.2 | 102.1 | 104.3 | 96.7 | 98.5 | 113.0 | 94.3 | 102.6
CC(=O)c1cc(C(=O)c2ccc3c(c2)Sc2ccccc2N3)n2ccccc12
→ 9.6* | 29.7 | 24.1 | -38.3* | 24.1 | 30.9 | 13.1 | -11.9* | 8.9*
CCc1c(C)c2ccc3c(c2oc1=O)N=C(c1ccc(Br)cc1)CO3
→ nt | 112.0 | 99.3 | 104.2 | 87.7 | 94.9 | 100.2 | 98.2 | 93.4
O=C(Oc1ccc(CCI)cc1)c1ccc([N+](=O)[O-])cc1
→ 90.0 | 98.6 | nt | 110.7 | 96.5 | 95.8 | 98.6 | 90.2 | nt
CC(C)=CCC/C(C)=C/C=N/NC(=O)C1CCC(=O)N1 (stereo not given)
→ 98.2 | 97.9 | 88.7 | 103.6 | 102.8 | 99.9 | 88.3 | 100.8 | 98.5
COc1ccc2c(c1)nc(N)c1c3cc(OC)c(OC)cc3cn21
→ 30.6 | 55.1 | 28.5 | 78.6 | 56.1 | 62.2 | 57.1 | 35.9 | 31.0
O=C(Nc1ccc(Cl)cc1C(=O)c1ccccn1)c1ccccc1
→ 101.3 | 100.4 | 96.1 | 97.3 | 92.8 | 98.8 | 92.8 | 89.3 | nt
COc1ccc(Oc2nc(Nc3ccc(F)cc3)ncc2NC(=O)c2cc(OC)cc(OC)c2)cc1
→ 85.0 | 87.6 | 88.9 | 84.0 | 82.7 | 86.2 | 83.9 | 89.6 | 99.4
CCOC(=O)Nc1cc(F)c(F)cc1F
→ 98.5 | 101.3 | 90.7 | 99.9 | 96.2 | 95.8 | 87.4 | 100.9 | 98.0

Part of the list above in order of molar mass, lowest first.
Second line of a record: U251 | SF-268 | CAKI-1 | SF-539 | NCI-H23 | SNB-19 | SNB-75 | A498 | SF-295
COc1ccc2c(c1)nc(N)c1c3cc(OC)c(OC)cc3cn21
→ 30.6 | 55.1 | 28.5 | 78.6 | 56.1 | 62.2 | 57.1 | 35.9 | 31.0
COc1ccc(-c2cc(-c3cccs3)n(N=O)c(=O)c2C#N)cc1
→ 111.6 | 110.0 | 102.1 | 96.5 | 89.1 | 99.1 | 88.9 | 87.7 | 102.2
CC(=O)c1cc(C(=O)c2ccc3c(c2)Sc2ccccc2N3)n2ccccc12
→ 9.6* | 29.7 | 24.1 | -38.3* | 24.1 | 30.9 | 13.1 | -11.9* | 8.9*
O=C(Oc1ccc(CCI)cc1)c1ccc([N+](=O)[O-])cc1
→ 90.0 | 98.6 | nt | 110.7 | 96.5 | 95.8 | 98.6 | 90.2 | nt
O=C(Cn1cc(-c2ccccc2)nn1)Nc1nc(-c2ccc(Br)cc2)cs1
→ 100.5 | 102.8 | 102.7 | 101.6 | 103.5 | 92.4 | 97.8 | 83.3 | 90.2

(list continues)
Second line of a record: U251 | SF-268 | CAKI-1 | SF-539 | NCI-H23 | SNB-19 | SNB-75 | A498 | SF-295
COc1ccc(/C=N\NC(=O)c2ccc(-c3nc4ccc(C)cc4[nH]3)cc2)cc1
→ 105.7 | 102.7 | 93.9 | 100.9 | 99.4 | 107.3 | 88.0 | 99.3 | 107.9
COc1ccc(OCCC(=O)O)cc1
→ 103.1 | 112.6 | 94.7 | 97.4 | 110.4 | 106.7 | 82.5 | 94.7 | 82.4
C=CCOC(=O)/C=C/C(=O)OCC=C
→ 100.8 | 105.5 | 99.5 | 109.3 | 108.9 | 100.6 | nt | 95.3 | 112.5
CN(N=O)C(=O)NC(C=O)C(O)C(O)C(O)CO (stereo not given)
→ 100.4 | 117.4 | nt | 96.6 | 103.3 | 106.3 | 111.0 | nt | nt
CC(C)C1C(C(=O)c2ccccc2O)=CNc2cc(-c3ccccc3)nn21 (stereo not given)
→ 79.9 | 89.8 | nt | 92.9 | 87.6 | 80.2 | 77.6 | 89.8 | 87.4
CCOC(=O)C1C(=O)NC(C(=O)OCC)(C(=O)OCC)C1CC (stereo not given)
→ 104.6 | 107.6 | 99.9 | 121.9 | 112.4 | 105.2 | 106.7 | 103.8 | 113.4
CCCOC(=O)N1CCCCC1CCC (stereo not given)
→ 108.2 | 115.1 | nt | 98.7 | 109.9 | 107.3 | 87.5 | 94.8 | 105.4
O=C1CC(c2ccccc2)C(c2ccccc2)=NN1 (stereo not given)
→ 105.2 | 103.8 | 108.7 | 107.0 | 103.3 | 94.9 | 105.3 | 113.2 | 110.5
CCCOc1ccc(-c2nc(-c3ccc(N)cc3)cs2)cc1
→ 107.1 | 133.4 | 79.3 | 102.6 | 96.8 | 96.6 | 98.0 | 214.6 | 89.3
CCc1ccc2c(c1)C1(Oc3c(OC)cccc3C3CC(c4ccc(Br)cc4)=NN31)C(=O)N2 (stereo not given)
→ 97.9 | 101.0 | 84.7 | 103.2 | 86.1 | 93.7 | 86.3 | 109.4 | 98.4
Nc1ccc(-c2cc3c(Nc4ccc(OCc5cccc(F)c5)c(Cl)c4)ncnc3s2)cc1
→ 57.0 | 52.1 | nt | 57.4 | 68.6 | 77.3 | 87.2 | 39.3 | 47.8
CN1C(=O)N(C)C2C1NN=c1s/c(=C\c3ccccc3)c(=O)n12 (stereo not given)
→ 42.1 | 57.8 | 33.5 | 45.1 | 64.1 | 45.4 | 11.5 | 4.2* | 34.0
O=C(Nc1ccccc1)C(CCCCN1C(=O)c2ccccc2C1=O)N1C(=O)c2ccccc2C1=O (stereo not given)
→ 102.4 | 99.8 | 105.3 | 110.8 | 106.7 | 100.7 | 88.5 | 99.1 | 100.9
Clc1ccc2nc(Nc3cccc(Cc4ccccc4)c3)[nH]c2c1
→ 101.2 | 96.3 | 77.7 | 95.0 | 95.8 | 92.6 | 80.4 | 106.4 | 103.3
CCOC(=O)c1c(NCC(=O)Nc2ccc([N+](=O)[O-])cc2Cl)sc(C(C)=O)c1C
→ 98.5 | 103.9 | 88.6 | 97.6 | 95.9 | 101.5 | 82.0 | 108.7 | 94.1
C=Cc1nn2c(CCC(=O)c3nc4ccccc4[nH]3)nnc2s1
→ 103.9 | 100.9 | 96.7 | 112.6 | 99.4 | 107.0 | 110.5 | 134.8 | 99.7
COc1ccc(C(C)=O)c(OC)c1
→ 101.2 | 111.4 | 99.7 | 103.3 | 104.9 | 100.0 | 91.7 | nt | 110.2
CN(C)CCC(=O)C1CCCS1 (stereo not given)
→ 106.5 | 104.2 | nt | 99.8 | 97.7 | 104.1 | 87.1 | 105.7 | 98.3
CC1=C(C(=O)Nc2ccc(Cl)c(C(=O)OC(C)C)c2)SCCO1
→ 96.2 | 105.7 | 96.6 | 83.9 | 86.6 | 100.3 | 102.2 | nt | 93.4
COc1ccc(/C=C/C(=O)Nc2cc(/C=C\c3cc(OC)c(OC)c(OC)c3)cc(OC)c2OC)cc1OC
→ 41.3 | 31.5 | 12.0 | 28.6 | 0.8* | 46.2 | 34.7 | -2.0* | 4.3*
COc1ccc(/C=C/C(=O)c2nnn(-c3ccc(Br)cc3)c2C)cc1
→ 98.3 | 103.5 | 90.6 | 98.2 | 95.6 | 94.7 | 94.6 | 91.7 | 97.4
N#Cc1cnn2c(-c3ccc(Cl)cc3)nc(NCc3ccccc3)nc12
→ 71.8 | 75.7 | nt | 82.1 | 88.5 | 78.3 | 75.2 | 88.5 | 89.0
COc1ccc(/C=C/c2cc(/C=C/c3ccc(OC)c(OC)c3OC)n(-c3ccccc3)n2)c(OC)c1OC
→ 99.0 | 95.2 | 81.5 | 94.5 | 84.2 | 95.9 | 103.7 | 82.7 | 98.5
COc1ccc(-c2nc3c(c(C)nc4c3nnn4-c3cc(OC)c(OC)c(OC)c3)c(=O)o2)cc1
→ 107.9 | 103.3 | 91.1 | 91.5 | 110.1 | 105.5 | 92.8 | 104.8 | 101.1
O=C(O)CC/C(=N\NC(=O)c1ccncc1)c1ccc(F)cc1
→ 100.4 | 95.3 | 97.6 | 92.8 | 110.1 | 97.9 | 97.0 | 94.5 | 95.5
CC(C)(C)NC(=O)C(OC(=O)C1CCc2cc(F)ccc2O1)c1ccc(Br)cc1 (stereo not given)
→ 99.8 | 96.8 | nt | 98.6 | 94.4 | 96.5 | 80.0 | 86.2 | 94.3
N#CSCC1CC(O)(c2ccccc2)CC(c2ccc(Cl)cc2)O1 (stereo not given)
→ 55.2 | 34.6 | 44.5 | 58.8 | 35.6 | 81.5 | 49.2 | nt | 46.6
